Source: PubChem BioAssay
MT1-MMP act inh: blocks activation of human MT1-MMP. HT1080 RFP-PRO-GFP cells, GFP/RFP ratio fluorescence, overnight; percent of plate control window, DMSO zero. GFP/RFP ratio change, % at 20 µM. hit rate 0.061% among 360,000. AID 651647;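 active means GFP/RFP ratio change of at least 30% with cell ATP level not reduced by more than half and red fluorescence within 50% of control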; further: strong numbers were not always called active
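Assay system: HT1080 cells carrying an RFP-PRO-GFP reporter | Dosing: Single dose of 20 µM compound, 1% DMSO final | Incubation: Cells overnight before dosing, compound overnight, 37 °C, 5% CO2 | Evaluation: GFP/RFP fluorescence ratio | Control set: DMSO and RFP-L50D-GFP cell wells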
FAS TE block: blocks the thioesterase domain of human fatty acid synthase | AID 602261 | hit rate 0.67% among 360,000 | P49327 | recombinant FAS-TE, OMFH fluorogenic substrate, fluorescence endpoint | inhibition, % at 15 µM;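 active means compounds whose normalised, plate-corrected inhibition of enzyme fluorescence in the single-dose primary screen is 50% or more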;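 further: 0% = DMSO with enzyme and 100% = substrate without enzyme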
E coli Lon inh: E. coli protease La inhibition; purified E. coli Lon protease, fluorescence polarization; AID 602123; inhibition, % at 7.94 µM; hit rate 0.42% among 360,000; in the data active means inhibition above about 13%, passing the limit was not always enough;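 further: 0% = enzyme with probe and DMSO and 100% = no enzyme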
Tb MetRS inh: Trypanosoma brucei MetRS inhibition; purified T. brucei MetRS, ATP depletion, Kinase-Glo luminescence; AID 624268; hit rate 0.4% among 360,000; inhibition, % at 11.9 µM;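 active means inhibition above a per-plate cutoff of the control wells' mean inhibition plus 3 SD, cut at about 5.5% in these data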;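 further: 0% = DMSO wells median and 100% = median of wells with control inhibitor compound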
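Dosing: 11.9 µM compound single dose, 0.9% DMSO; Assay system: purified T. brucei MetRS enzyme; Measured by: Kinase-Glo luciferase luminescence reporting remaining unconsumed ATP; Schedule: 15 min plus 2 h at 25 °C.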
PABP1 MLLE inh: blocks PAM2 peptide binding to the PABP1 MLLE domain; P11940; GST-MLLE / FITC-PAM2 fluorescence polarization; inhibition, % at 20 µM; hit rate 0.36% among 360,000; in the data active means inhibition above about 35%, passing the limit was not always enough;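 further: plate controls were DMSO wells with GST-MLLE for no effect and wells lacking GST-MLLE protein for full effect; some results filed as inactive read as strong as hits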
Target sequence (P11940 whole entry, looked up, the tested form may be a part): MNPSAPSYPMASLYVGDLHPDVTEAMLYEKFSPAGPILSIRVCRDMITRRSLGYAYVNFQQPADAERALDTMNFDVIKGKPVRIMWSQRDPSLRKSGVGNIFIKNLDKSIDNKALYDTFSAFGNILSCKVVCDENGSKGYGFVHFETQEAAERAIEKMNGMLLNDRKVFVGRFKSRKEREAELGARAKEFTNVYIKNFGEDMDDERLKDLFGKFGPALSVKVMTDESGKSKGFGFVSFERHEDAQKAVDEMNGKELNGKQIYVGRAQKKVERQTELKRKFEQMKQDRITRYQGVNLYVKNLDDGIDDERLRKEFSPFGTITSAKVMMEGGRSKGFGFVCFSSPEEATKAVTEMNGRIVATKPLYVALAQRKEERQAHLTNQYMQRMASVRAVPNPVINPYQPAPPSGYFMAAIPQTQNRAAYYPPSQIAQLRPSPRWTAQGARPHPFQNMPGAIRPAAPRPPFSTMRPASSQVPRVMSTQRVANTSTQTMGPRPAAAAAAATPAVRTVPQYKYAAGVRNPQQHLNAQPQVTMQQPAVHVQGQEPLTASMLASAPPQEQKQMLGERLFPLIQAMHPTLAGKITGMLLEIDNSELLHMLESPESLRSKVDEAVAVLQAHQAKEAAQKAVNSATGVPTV
CendR NRP1 mod: NRP-1/CendR interaction modulation | inhibition, % at 25 µM | FAM-RPARPAR peptide binding to NRP-1, fluorescence polarization | hit rate 0.85% among 360,000 | AID 602438;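 active means inhibition or corrected inhibition above about 18%, plus a signal ratio from 0.5 to 1.5, limit read from the data, passing the limit was not always enough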; further: strong numbers were not always called active
SKN-1 block: C. elegans SKN-1 inhibition; C. elegans VP596 Pgst-4::GFP/RFP ratio, acrylamide-induced, 24 h; AID 624304; inhibition, % at 21.8 µM; hit rate 0.49% among 360,000;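 active means interference check ratio from 0.5 to 1.5 plus GFP to RFP signal ratio inhibition reaching or exceeding a fixed threshold, cut at about 30% in these data, passing the limit was not always enough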; further: some compounds called inactive have numbers as strong as hits
MsrA inhibitor: inhibitors of bovine MsrA. inhibition, % at 15.5 µM. AID 651718. purified bovine MsrA, absorbance read-out. hit rate 0.75% among 360,000; in the data active means inhibition above about 4.5%;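 further: 0% = vehicle wells with enzyme and 100% = reference inhibitor wells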
MsrA act: activates bovine MsrA enzyme; hit rate 0.3% among 360,000; activation, % at 10.6 µM; purified bovine MsrA, absorbance read-out; in the data active means activation above about 7.5%;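 further: 0% = vehicle and 100% = reference activator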
* hit, by the source's call; x = not tested or not shown.

Every second line gives: MT1-MMP act inh | FAS TE block | E coli Lon inh | Tb MetRS inh | PABP1 MLLE inh | CendR NRP1 mod | SKN-1 block | MsrA inhibitor | MsrA act
CC1(C)NC(=O)N(CCOc2ccc3c(c2)CCC3)C1=O
  5 | -7 | 1 | -0.3 | 7 | 14 | 3 | -2.4 | 2
N#Cc1ccccc1NC(=O)CN1CCN(Cc2ccccc2)CC1
  3 | -2 | -5 | -0.6 | -1 | -6 | 14 | -0.8 | 0
Cc1ccsc1C1NC(=O)c2c(sc3c2CCCC3)N1 (stereo not drawn)
  -2 | 3 | -5 | -0.3 | 14 | -22 | 1 | x | -5
Cc1nc(Nc2ccc(S(N)(=O)=O)cc2)sc1-c1ccccc1
  -6 | 12 | 6 | -0.3 | -2 | 6 | 7 | 1.0 | -4
Cn1c(C(=O)O)c(C=O)c2ccccc21
  1 | -1 | 5 | -0.6 | -2 | 9 | 4 | 0.1 | -2
CC1=C(C(=O)N2CCN(C(=O)c3ccco3)CC2)C2(CCC(C)CC2)OC1=O (stereo not drawn)
  3 | -7 | -2 | 0.0 | 2 | -2 | -1 | 0.1 | -2
O=C1CCC(=O)N1OCCCCOc1ccccc1
  10 | -1 | 9 | -0.7 | -2 | 1 | 14 | -0.3 | -5
CCOC(=O)c1c(C)[nH]c(C(=O)N/N=C\c2ccccc2O)c1C
  -5 | 7 | -8 | 0.0 | 8 | -4 | -9 | 1.1 | -5
COc1ccc(C(=O)NC(=O)COC(=O)C2CC2C)cc1 (stereo not drawn)
  -1 | -3 | -3 | -0.3 | -5 | 10 | 7 | -0.4 | 8.0*
COc1ccccc1Nc1nc(-c2sc(NC(=O)CC(C)C)nc2C)cs1
  -8 | 5 | -16 | -0.4 | 2 | -30 | -2 | 1.1 | -9
CCCCN1C(=O)C(CC(=O)NCCc2ccccn2)CC(C(=O)N2CCOCC2)=C1C (stereo not drawn)
  0 | -12 | -2 | -0.3 | 5 | -4 | 11 | -0.9 | -1
CN(C)c1ccc(NC(=O)Nc2nnc([C@H]3C[C@H](O)[C@@H](CO)O3)s2)cc1
  10 | -2 | -6 | -0.2 | 3 | -10 | 2 | 0.7 | 0
Cc1ccc(N2C(=O)CC(NNC(=O)Cc3ccc(F)cc3)C2=O)cc1Cl (stereo not drawn)
  2 | 2 | 2 | -0.4 | -7 | 8 | 0 | 1.0 | -6
CC(C)OCCCNC(=O)c1ccc(CS(=O)(=O)c2cccc(C(F)(F)F)c2)o1
  2 | -4 | 11 | -1.2 | 0 | 15 | 22 | -1.6 | -7
CCOc1ccccc1N(CC(=O)Nc1ccccc1Br)S(=O)(=O)c1ccccc1
  -8 | 26 | -3 | -0.1 | 12 | 2 | 13 | -0.7 | -1
Cn1cnc2c1c(=O)n(Cc1ccc(F)cc1Cl)c(=O)n2C
  1 | -12 | -4 | -0.7 | 5 | -3 | 2 | -1.1 | -9
CSCC[C@H](NC(=O)C1CCN(C(=O)[C@H](Cc2ccccc2)NS(=O)(=O)c2ccc(C)cc2)CC1)C(=O)O
  2 | -2 | 2 | 0.1 | -4 | 7 | -1 | 1.7 | 0
O=C(COc1ccc(Br)cc1)NNC(=S)NCc1ccccc1
  5 | 1 | 6 | -0.7 | -54 | 5 | -10 | 1.2 | -10
CC(C)c1ccc(C2(C)NC(=O)N(CC(=O)N3CCN(C(=O)c4cccs4)CC3)C2=O)cc1 (stereo not drawn)
  2 | 0 | -3 | -0.5 | 2 | -3 | -8 | 0.0 | -6
Brc1cc2c(cc1COc1ccc(-c3nn[nH]n3)cc1)OCO2
  1 | -2 | -3 | -0.9 | 1 | -7 | -1 | -0.8 | -8
O=C(NC(=S)NCc1ccc(F)cc1)c1ccccc1
  3 | 12 | 4 | -0.4 | 13 | 13 | -1 | 0.3 | -6
Cc1nnc2n(c1=O)C(CS(=O)(=O)c1ccccc1)CS2 (stereo not drawn)
  -4 | -2 | 8 | -0.6 | 4 | 8 | 16 | 0.4 | -1
O=c1cc(O)c2c(=O)n(-c3ccccc3)c3ccccc3c2o1
  1 | -14 | -22 | -0.8 | -24 | -30 | 17 | 0.7 | 4
CC1CN(C(=S)Nc2cccc([N+](=O)[O-])c2)CC(C)O1 (stereo not drawn)
  0 | 15 | -14 | 0.4 | -30 | 14 | 7 | -0.1 | -5
O=C(NNC(=O)C12CC3CC(CC(C3)C1)C2)c1cnccn1
  5 | -16 | 1 | 0.5 | 5 | 10 | 3 | 1.8 | -2
COC1(OC)N=C(N)C2(C#N)C(c3ccc(C)cc3)C12C#N (stereo not drawn)
  0 | -9 | -1 | -1.4 | -13 | 2 | -5 | 0.2 | -8
CCC(C)(C)NC(=O)CN(Cc1ccc(F)cc1)C(=O)CCC(=O)Nc1ccccn1
  -1 | 3 | -2 | -0.5 | 0 | 3 | 3 | -1.7 | -2
O=C(Nc1cccc(S(=O)(=O)N2CCOCC2)c1)c1ccc(Cl)nc1
  11 | -1 | -9 | -0.4 | 9 | 3 | 7 | -0.5 | -2
CCNC(=O)C(=O)NCC1OCCCN1S(=O)(=O)c1ccc(F)cc1C (stereo not drawn)
  -1 | -4 | 1 | -0.4 | 0 | 4 | -18 | -0.1 | -10
COc1ccccc1OCc1cc(C(=O)N(C)CCC2CCCCO2)no1 (stereo not drawn)
  -4 | 0 | -6 | 0.0 | -11 | 14 | 25 | -0.8 | -3
O=C(COC(=O)CCOc1ccccc1)Nc1ncc(Cl)cc1Cl
  -4 | 2 | -1 | 0.1 | 13 | -26 | 2 | 1.5 | -1
O=C(OC1CCCCC1)c1ccc(NC(=O)C2CCCCC2)cc1
  -1 | 26 | -7 | -1.0 | -18 | 0 | 29 | -0.3 | 2
COC(=O)c1ccc(C2/C(=C(\O)c3cccc(OC)c3)C(=O)C(=O)N2CCCN2CCOCC2)cc1 (stereo not drawn)
  3 | -13 | -13 | 0.0 | -3 | 14 | 2 | 0.1 | 3
O=[N+]([O-])c1cc(Cl)c(O)c2ncccc12
  9 | 11 | -1 | -0.7 | 2 | 4 | 6 | -1.5 | -4
O=C(O)C1CCC(Cn2c(SCc3cc(=O)n4cc(Br)ccc4n3)nc3ccsc3c2=O)CC1 (stereo not drawn)
  4 | -3 | 1 | -0.1 | 1 | -4 | -2 | 1.9 | -7
O=C(N/N=C/c1ccc(N2CCCC2)c([N+](=O)[O-])c1)c1cccnc1
  4 | -1 | 11 | 1.4 | -1 | 8 | 9 | 7.5* | -4
CC1CCCC(C)N1CCNC(=O)Cn1nc(-c2ccccc2)ccc1=O (stereo not drawn)
  1 | -6 | -6 | -0.4 | 11 | 10 | 5 | -0.3 | -3
CCOC(=O)N1CCN(S(=O)(=O)c2cc(OCC(N)=O)c(C)cc2Cl)CC1
  -4 | -2 | 0 | -0.2 | -8 | 6 | -12 | -1.5 | 3
O=C(COC(=O)C1CCN(C(=O)c2ccc(Cl)cc2)CC1)c1ccco1
  3 | -5 | 2 | -0.4 | -5 | 3 | 13 | 1.3 | 0
COCc1cc(C)n(CC(=O)Nc2ccc3c(c2)OCO3)c(=O)c1C#N
  3 | -1 | 0 | 0.1 | -12 | 11 | -2 | 2.4 | -3
O=C(CSc1nc(Nc2ccccc2)nc(N2CCOCC2)n1)N1CCc2ccccc21
  -5 | 22 | -10 | -0.3 | -4 | 13 | -5 | 0.3 | -1
Cn1ccc(C(=O)Nc2sc3c(c2C#N)CCC3)n1
  -6 | -3 | -6 | -0.1 | 0 | 6 | 31 | 2.3 | -9
Cc1ccc(NS(=O)(=O)c2ccc3c(c2)n(C)c(=O)n3C)c(C)c1
  2 | -14 | -3 | -0.6 | 0 | 5 | -2 | -1.4 | -2
COc1ccc(-n2nnnc2SCC(=O)c2cccc(OC)c2)cc1
  1 | 5 | -6 | -0.4 | -36 | -6 | -1 | 1.9 | -1
CCOc1cc(NC(=O)C2CC2)c(OCC)cc1NC(=O)CCn1nnc2ccccc21
  0 | -7 | -2 | -0.1 | 6 | -7 | 7 | -0.4 | 1
Cc1c(NC(=O)c2ccc(-c3ccccc3)cc2)cccc1C(=O)O
  0 | -8 | 2 | -0.4 | 5 | 3 | -8 | -0.6 | -8
CCOC(=O)c1cnc2c(cnn2C)c1NCCCn1ccnc1
  -3 | -3 | 2 | -0.6 | 3 | 4 | 2 | -0.3 | -3
CCc1nc2c(OCC3COc4ccccc4O3)cccn2c1N(C)C(=O)c1cccs1 (stereo not drawn)
  2 | -8 | 1 | -0.4 | 1 | 20 | 4 | 0.5 | -7
Fc1ccc(CN2C3=NCCCN3c3ccccc32)cc1
  1 | -14 | -8 | 0.0 | 2 | -2 | -4 | -0.3 | -2
CCN(CC)C(=O)CSc1ncnc2sc(-c3ccccc3)cc12
  8 | 20 | -11 | -0.5 | 8 | -7 | 4 | 1.6 | 7.7*
Cc1csc2ncnc(N3CCN(C(=S)Nc4ccc(F)cc4F)CC3)c12
  8 | 1 | 9 | -0.9 | -122 | 1 | 4 | -0.8 | -6
Cc1cccc(N2CCN(C(=O)Cc3ccc(-n4c(=O)[nH]c5ccsc5c4=O)cc3)CC2C)c1 (stereo not drawn)
  -1 | -9 | -7 | 0.1 | 0 | 4 | 6 | -0.4 | 2
CCCCS(=O)CC(O)COCC (stereo not drawn)
  -1 | -8 | 4 | -0.3 | -8 | 1 | 3 | -0.7 | -1
O=C(NCCc1csc(-c2cccnc2)n1)c1ccccc1
  2 | -7 | 3 | 0.4 | 9 | -10 | -3 | 0.6 | -2
COc1ccccc1-c1nc(COc2ccc(Cl)cc2Cl)no1
  1 | 34 | 4 | -0.2 | 0 | 3 | 2 | -0.3 | -12
COc1cccc(CN2CC(C(=O)NCCOc3ccccc3F)CCC2=O)c1 (stereo not drawn)
  2 | -6 | -1 | 0.5 | -7 | 5 | 28 | -0.6 | -2

Nothing new here: an excerpt of the list.
Every second line gives: MT1-MMP act inh | FAS TE block | E coli Lon inh | Tb MetRS inh | PABP1 MLLE inh | CendR NRP1 mod | SKN-1 block | MsrA inhibitor | MsrA act
CCN(CC)C(=O)CSc1ncnc2sc(-c3ccccc3)cc12
  8 | 20 | -11 | -0.5 | 8 | -7 | 4 | 1.6 | 7.7*
Cc1csc2ncnc(N3CCN(C(=S)Nc4ccc(F)cc4F)CC3)c12
  8 | 1 | 9 | -0.9 | -122 | 1 | 4 | -0.8 | -6
Cc1cccc(N2CCN(C(=O)Cc3ccc(-n4c(=O)[nH]c5ccsc5c4=O)cc3)CC2C)c1 (stereo not drawn)
  -1 | -9 | -7 | 0.1 | 0 | 4 | 6 | -0.4 | 2
CCCCS(=O)CC(O)COCC (stereo not drawn)
  -1 | -8 | 4 | -0.3 | -8 | 1 | 3 | -0.7 | -1
O=C(NCCc1csc(-c2cccnc2)n1)c1ccccc1
  2 | -7 | 3 | 0.4 | 9 | -10 | -3 | 0.6 | -2
COc1ccccc1-c1nc(COc2ccc(Cl)cc2Cl)no1
  1 | 34 | 4 | -0.2 | 0 | 3 | 2 | -0.3 | -12
COc1cccc(CN2CC(C(=O)NCCOc3ccccc3F)CCC2=O)c1 (stereo not drawn)
  2 | -6 | -1 | 0.5 | -7 | 5 | 28 | -0.6 | -2
